Rev-RRE block = disrupts HIV-1 Rev binding to RRE RNA. Rev peptide-RRE RNA binding, FRET. inhibition, % at 8 µM. 0.79% of 97,000 active. AID 704;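 active means inhibition above the screen-wide mean plus 3 SD, cut at about 35% in these data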;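 further: 0% = median DMSO wells and 100% = median Neomycin B control wells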
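Test system: labelled RRE RNA duplex and labelled Rev peptide. Times: 5 min compound–RNA preincubation, then 15 min with peptide, 25 °C. Doses: single-dose 8 µM. Measured by: FRET, excitation 480 nm, emission 540 nm donor and 671 nm acceptor. Measure: % inhibition of FRET ratio versus controls.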
PLAP act = activates human placental alkaline phosphatase | purified PLAP enzyme, luminescent substrate read-out; stronger effect = higher value | 1.2% of 96,000 active | P05187 | activation fold at 20 µM | AID 696; in the data active means activation fold above about 2
Target sequence (P05187 whole entry, looked up): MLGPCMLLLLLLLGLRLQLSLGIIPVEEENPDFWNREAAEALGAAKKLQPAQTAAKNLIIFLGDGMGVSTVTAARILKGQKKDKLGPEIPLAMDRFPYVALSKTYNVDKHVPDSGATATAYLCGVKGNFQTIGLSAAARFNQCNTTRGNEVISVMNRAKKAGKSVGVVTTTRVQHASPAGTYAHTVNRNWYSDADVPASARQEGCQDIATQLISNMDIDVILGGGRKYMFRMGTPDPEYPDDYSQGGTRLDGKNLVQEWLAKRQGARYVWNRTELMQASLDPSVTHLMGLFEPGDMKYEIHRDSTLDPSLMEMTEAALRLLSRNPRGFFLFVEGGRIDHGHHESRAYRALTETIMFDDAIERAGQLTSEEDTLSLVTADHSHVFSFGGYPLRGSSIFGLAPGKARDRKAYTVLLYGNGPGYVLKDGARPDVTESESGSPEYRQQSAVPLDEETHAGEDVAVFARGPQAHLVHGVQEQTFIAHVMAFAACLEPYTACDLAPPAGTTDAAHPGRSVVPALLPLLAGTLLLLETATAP
S1P2 blocker = antagonists of human S1P2 receptor; O95136; cell-based S1P2 antagonist assay, inhibition at 5 uM; inhibition, % at 5 µM; 0.21% of 97,000 active; AID 736; in the data active means inhibition above about 45%;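 further: CRE beta-lactamase reporter cells expressing human S1P2 stimulated with S1P; 0% = agonist at EC80 alone and 100% = agonist plus reference antagonist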
FAK inh = inhibitors of human focal adhesion kinase | Q05397 | 0.84% of 97,000 active | inhibition, %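 (tested at 7 µM)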 | biochemical FAK kinase activity assay | AID 727; in the data active means inhibition above about 19%;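 further: 0% = DMSO and 100% = reference compound high control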
PLK1 kinase inh = inhibitors of human PLK1 kinase; 0.53% of 97,000 active; AID 619; P53350; inhibition, % at 10 µM; recombinant PLK1 kinase, TR-FRET peptide phosphorylation;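 active means inhibition of 50% or more in the single-concentration screen; inactive means inhibition below 50%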;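 further: 0% = DMSO max control and 100% = H-89 dihydrochloride min control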
Target sequence (P53350 whole entry, looked up): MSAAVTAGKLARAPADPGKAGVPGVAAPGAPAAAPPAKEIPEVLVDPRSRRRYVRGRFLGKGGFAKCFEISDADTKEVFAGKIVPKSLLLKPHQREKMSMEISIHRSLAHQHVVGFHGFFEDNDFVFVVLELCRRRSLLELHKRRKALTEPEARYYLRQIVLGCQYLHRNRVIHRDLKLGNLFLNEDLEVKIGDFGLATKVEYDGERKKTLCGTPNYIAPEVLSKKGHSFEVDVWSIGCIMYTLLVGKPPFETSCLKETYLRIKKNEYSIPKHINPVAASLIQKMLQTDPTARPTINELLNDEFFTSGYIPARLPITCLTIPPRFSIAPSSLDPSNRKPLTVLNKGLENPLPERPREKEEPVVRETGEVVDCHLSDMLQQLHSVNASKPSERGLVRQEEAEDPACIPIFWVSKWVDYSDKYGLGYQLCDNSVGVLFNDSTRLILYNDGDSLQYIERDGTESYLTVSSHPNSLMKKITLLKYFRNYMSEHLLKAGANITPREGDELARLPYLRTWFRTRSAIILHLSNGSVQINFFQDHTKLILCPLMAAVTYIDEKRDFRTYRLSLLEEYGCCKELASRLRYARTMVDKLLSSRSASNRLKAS
MT1-MMP txn act = activates MT1-MMP transcription | activation factor at 10 µM | HT1080 MT1-MMP promoter luciferase reporter, luminescence, overnight; stronger effect = higher value | 0.16% of 86,000 active;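 active means activation factor of at least 2 for MT1-MMP transcription at 10 µM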
S1P2 ag = agonists of human S1P2 receptor; 0.46% of 97,000 active; AID 729; S1P2-expressing cell line, agonist reporter read-out; activation, % at 4.5 µM; in the data active means activation above about 16%;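 further: 0% = vehicle low control and 100% = maximal reference agonist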
Plk1 PBD FP = Plk1 (human) PBD binding inhibition. P53350. Plk1 PBD phosphopeptide binding, fluorescence polarization. inhibition, %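 (tested at about 20 µM)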. 0.13% of 97,000 active; in the data active means inhibition above about 34%, passing the limit was not always enough
EphB4 ephrin blk = blocks human EphB4 binding to ephrin-B2. P54760. EphB4 LBD / TNYL-RAW-Alexa532 peptide, fluorescence polarization. inhibition, % at 7 µM. 0.15% of 97,000 active;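 active means inhibition above the screen-wide mean inhibition plus 3 SD, cut at about 15% in these data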;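 further: 0% = DMSO wells and 100% = excess unlabeled TNYL-RAW peptide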
* hit, by the source's call; nt = not tested or not shown.

SMILES	Rev-RRE block	PLAP act	S1P2 blocker	FAK inh	PLK1 kinase inh	MT1-MMP txn act	S1P2 ag	Plk1 PBD FP	EphB4 ephrin blk
O=c1c2c([nH]c3ccccc13)CCCC2	3.5	1.2	15.8	0.8	-11.8	1	-1.8	1.9	-3.5
CC(C)CNC(=O)CCCc1c[nH]c2ccccc12	-1.6	1	6.2	-8.4	-9.0	1	-5.1	15.7	-1.0
O=C(COc1ccc2ccccc2c1)NCC(=O)N/N=C/c1ccco1	0.6	0.9	-15.0	-3.0	-12.9	nt	-3.4	7.9	3.2
CCC1c2ccc(C)n2CCN1C(=O)Nc1ccc(F)cc1 (stereo unspecified)	18.7	0.8	22.9	6.2	-6.0	1.3	-4.4	-17.1	11.1
CCc1nnc(NC(=O)CSc2nnc(Cc3ccccc3)n2-c2ccccc2)s1	7.1	1.2	29.0	-3.5	-5.5	1.1	-6.3	-13.5	1.9
COc1cc(C2=Nc3c(c(C)nn3-c3ccccc3)P(=O)(N3CCOCC3)O2)cc(OC)c1OC (stereo unspecified)	2.0	1.5	-21.6	0.0	-7.5	1.2	-4.7	-6.6	-2.0
Cc1nnc(SCC(=O)NCc2ccco2)n1Cc1ccccc1	1.7	1	-27.5	-1.0	-32.9	1.3	-3.5	-1.5	-4.6
Cc1ccc(-c2cc(C(=O)O)n[nH]2)o1	6.6	0.9	-14.7	0.4	-8.6	1.1	-3.3	-33.5	-1.0
CC(O)CNc1nc2ccccc2n1CC(=O)NCCc1ccc(Cl)cc1 (stereo unspecified)	0.2	1.5	18.8	-2.4	-6.4	1.1	1.4	14.0	0.8
O=C(NC1CCCCC1)c1cc2nc(-c3ccco3)cc(C(F)(F)F)n2n1	-5.8	1	7.2	-1.2	-15.1	0.9	-4.7	-19.5	-3.0
Cc1ccc(Cl)cc1N1CCN(S(=O)(=O)c2cnc[nH]2)CC1	-0.4	1.6	-9.9	-4.6	4.6	1	1.7	-10.4	-3.3
CSc1ccc(Cl)c(C(=O)Nc2ccc(OCC(N)=O)cc2)c1	1.1	0.9	-5.1	2.5	-8.6	nt	-1.4	16.0	-1.7
Cc1cc(C)c2c(N)c(C(=O)NCC3CCCCC3)sc2n1	-0.6	0.7	-20.8	6.6	-11.9	1.4	-3.7	17.4	1.3
CCOC(=O)c1c(C2CC2)csc1NC(C)=O	5.8	0.9	-3.5	1.4	-7.2	0.9	-5.6	-17.8	-7.2
CCCCc1noc2c1/C(=N\O)CC(c1ccccc1)C2 (stereo unspecified)	4.9	0.9	9.6	0.9	-13.0	1.3	-5.9	-9.1	-3.0
Brc1cc(Br)c2nc(-c3cccs3)ccc2c1	4.8	0.6	7.8	-3.6	-13.8	1.9	-2.5	24.6	-0.6
Cc1ccc(C)c(N2CCN(S(=O)(=O)c3ccc4[nH]c(=O)c(=O)[nH]c4c3)CC2)c1	0.6	1.1	15.8	-11.1	-13.8	1.2	-4.4	-2.0	-2.0
NC(=O)CCn1c(=O)oc2ccccc21	3.9	1.1	-15.9	-3.0	-9.0	1.1	-2.6	5.1	1.1
COc1ccc(NC(=O)CN(c2ccc(C)cc2)S(=O)(=O)c2c(C)nn(C)c2C)cc1OC	2.2	0.9	3.4	-4.1	-4.2	1.1	-7.6	0.7	-14.3
CCOc1cc(C2C3=C(CCCC3=O)Nc3nc(C(=O)OC)nn32)ccc1OC (stereo unspecified)	8.6	1.1	-3.7	4.0	-4.7	1.1	-4.3	8.6	4.1

Entries shown so far containing fluorine (two):
SMILES	Rev-RRE block	PLAP act	S1P2 blocker	FAK inh	PLK1 kinase inh	MT1-MMP txn act	S1P2 ag	Plk1 PBD FP	EphB4 ephrin blk
CCC1c2ccc(C)n2CCN1C(=O)Nc1ccc(F)cc1 (stereo unspecified)	18.7	0.8	22.9	6.2	-6.0	1.3	-4.4	-17.1	11.1
O=C(NC1CCCCC1)c1cc2nc(-c3ccco3)cc(C(F)(F)F)n2n1	-5.8	1	7.2	-1.2	-15.1	0.9	-4.7	-19.5	-3.0

Carrying on.
SMILES	Rev-RRE block	PLAP act	S1P2 blocker	FAK inh	PLK1 kinase inh	MT1-MMP txn act	S1P2 ag	Plk1 PBD FP	EphB4 ephrin blk
Cc1ccc(NS(=O)(=O)c2ccc(NC(=O)c3cccs3)cc2)cc1	6.0	1	17.2	5.1	-3.7	nt	-5.1	-4.8	5.2
COc1cccc(CN(Cc2ccco2)C(c2ccc(F)cc2)c2nnnn2C(C)(C)C)c1 (stereo unspecified)	9.5	1.5	13.6	5.9	-7.5	1	1.6	-2.8	-3.6
CC(C)OCCCNC(=O)C1CCC(=O)N1C(C)C (stereo unspecified)	9.4	1.1	18.4	-0.9	-9.4	1.1	-7.6	-25.1	3.3
O=C(CCS(=O)(=O)c1ccc(Br)s1)NC1CCCCCC1	6.9	0.7	0.4	0.9	2.4	nt	-5.9	-11.8	8.0
Nc1ncc2c(n1)CC(c1ccco1)CC2=O (stereo unspecified)	7.1	0.8	13.3	8.8	3.1	1	-4.2	-14.5	8.4
CCCCn1cc(C(=O)c2cc(Br)ccc2O)cc(C#N)c1=O	7.1	1	1.4	-6.6	-8.7	1	-8.5	0.3	1.1
COn1c2c(c3c4no[n+]([O-])c4ccc31)CCCC2	10.2	1	-29.2	2.3	-4.7	0.9	-0.5	-8.2	1.1
COc1ccccc1CNC(=O)C(CCSC)NC(=O)C1CCC(C)CC1 (stereo unspecified)	4.7	1.1	-7.6	1.3	-1.7	1.2	-4.0	27.0	-1.6
FC(F)(F)c1ccc(CSc2nccn2-c2ccccc2)cc1	9.7	0.8	1.9	5.5	-13.2	nt	-5.4	-26.6	1.4
COc1cc(OC)c(NC(=O)CCc2nc(-c3cccs3)no2)cc1Cl	12.6	1.3	-29.1	-0.6	-31.9	nt	-1.2	-8.4	0.0

Rewritten with two lines to a compound: part of the list above
Values run as follows: Rev-RRE block | PLAP act | S1P2 blocker | FAK inh | PLK1 kinase inh | MT1-MMP txn act | S1P2 ag | Plk1 PBD FP | EphB4 ephrin blk
COc1cc(OC)c(NC(=O)CCc2nc(-c3cccs3)no2)cc1Cl
  12.6 | 1.3 | -29.1 | -0.6 | -31.9 | nt | -1.2 | -8.4 | 0.0
Nc1ncc2c(n1)CC(c1ccco1)CC2=O (stereo unspecified)
  7.1 | 0.8 | 13.3 | 8.8 | 3.1 | 1 | -4.2 | -14.5 | 8.4

Remaining list, next part.
SMILES	Rev-RRE block	PLAP act	S1P2 blocker	FAK inh	PLK1 kinase inh	MT1-MMP txn act	S1P2 ag	Plk1 PBD FP	EphB4 ephrin blk
COC(=O)c1sccc1NC(=O)Nc1ccc(Cl)c(Cl)c1	8.0	1	18.6	-28.3	-10.8	nt	-6.5	13.2	5.5
CCOC(=O)c1ccc(NC(=O)C2CCN(C(=O)c3ccc(OC)c(OC)c3)CC2)cc1	12.4	nt	-10.9	-0.4	-14.1	1.1	-6.2	4.7	7.0
CC1CN(C(=O)CSc2nnc3c(Cl)cc(Cl)cn23)CC(C)O1 (stereo unspecified)	4.2	1.1	-4.6	0.1	-2.5	1.1	-2.9	-1.3	0.3
O=C(Nc1ccc2c(c1)OCO2)C1CCCCN1S(=O)(=O)c1ccc(F)cc1 (stereo unspecified)	4.7	1	-12.2	2.7	-5.1	1.6	-1.9	8.2	3.9
O=c1nc2n(c3cc(Cl)c(S(=O)(=O)N4CCOCC4)cc13)CCCCC2	-3.0	1	-14.3	-2.2	-8.9	1.2	0.3	-3.0	-4.5
Cc1nn(-c2ccccc2)c2sc(C(=O)NNC(=O)COc3ccccc3)cc12	6.1	1.7	-4.1	-1.0	-3.3	nt	-3.0	-6.2	-7.5
Cc1cccc(OCCn2c(S(=O)(=O)O)nc3ccccc32)c1	-0.7	1.2	-0.5	-10.1	-4.1	1.2	-9.5	11.3	7.5
CCOC(=O)Cn1c(CN2CCN(c3cccc(Cl)c3)CC2)nc2c1c(=O)[nH]c(=O)n2C	0.6	nt	6.2	1.0	-18.3	1.2	-3.5	-2.9	3.1
Cc1cc(=O)oc2ccc(OCC(=O)N(Cc3ccc(F)cc3)Cc3ccco3)cc12	7.0	1.5	8.8	-0.5	2.9	1.2	-5.8	-1.9	3.4
C/C(N)=C(/C#N)C(=O)CSc1nc2ccccc2[nH]1	-4.7	1.3	-33.6	-0.9	0.1	nt	-3.6	22.8	-4.1
CCc1ccccc1N1CCN(S(=O)(=O)c2cc(OC)ccc2OC)CC1	8.2	1.3	14.1	1.8	-5.1	1.1	-7.9	-9.1	2.5
CC(=O)Nc1nonc1-c1nc2ccccc2n1Cc1ccccc1	11.1	1.4	-19.2	-2.7	-3.7	nt	-5.9	20.0	-8.2
CNC(=O)CSc1nnnn1CCCOC	6.7	1.1	-11.3	2.8	-0.5	1.2	-8.8	-14.4	1.4
COC(=O)c1cc[n+](CC(=O)c2ccccc2)cc1	1.6	0.7	1.9	-0.5	-7.8	nt	-7.0	-8.3	0.6
O=C(CCCn1c(=O)oc2ccccc21)Nc1cccnc1	5.6	1	11.4	0.0	-3.2	1.2	-5.9	-23.4	1.9
CC1CCCCN1c1cc(C#N)c(C#N)cc1[N+](=O)[O-] (stereo unspecified)	-2.2	0.9	0.9	0.7	-3.4	nt	-5.8	-5.5	-5.6
Cc1ccc(-c2nn(CC(=O)N(C)C)c(=O)c3ccccc23)cc1S(=O)(=O)N(C)C	11.0	1.8	-2.5	0.3	-5.0	1.1	-2.7	-6.0	1.2
CS(=O)(=O)N1CCN(C(=O)c2cc(-c3cccs3)nc3ccccc23)CC1	3.5	1.3	-8.1	-0.8	-16.5	1.2	-3.6	4.0	-4.7
CCN(CC)c1ccc(NC(=O)c2ccc(Br)o2)c(C)c1	-5.6	0.8	-11.1	2.2	-1.4	1.1	1.3	0.5	-1.7
Cc1cc(OCCN2CCCC2)ccc1C(C)C	3.5	nt	17.7	4.1	-8.2	nt	0.4	3.9	4.7
COC(=O)c1ccc(N2C(=O)CC(N3CCC(O)(c4ccc(Br)cc4)CC3)C2=O)cc1 (stereo unspecified)	11.2	1	24.1	1.0	-5.5	1.2	-2.7	11.8	1.2
O=C(Nc1cccc(NC(=O)C2CC3CCCC(C2)C3=O)n1)C1CC2CCCC(C1)C2=O (stereo unspecified)	17.2	1.1	-11.7	3.8	-10.7	1.1	-4.8	10.3	-1.1
O=C(NNC(=S)Nc1ccccc1)C1CC1	-1.1	1.8	-18.2	0.0	-12.7	nt	-5.4	-7.2	-2.7
CCCc1nnc(SCC(=O)N2CCCCC2C)n1CC1CCCO1 (stereo unspecified)	0.5	1.2	4.8	3.2	-2.8	1.1	-7.6	-5.3	-2.5
CC(C)CC(=O)NC(NC(=S)Nc1sc2c(c1C#N)CCCC2)C(Cl)(Cl)Cl (stereo unspecified)	0.1	1.2	8.1	-6.0	15.8	nt	-3.8	-30.6	5.4
COc1ccc(-c2ccc(-c3noc(-c4ccccc4F)n3)c(OC)n2)cc1	6.6	0.9	-10.5	1.4	-111.5	1.1	-2.0	11.9	4.5
Cc1cc(C(=O)Nc2c(C)n(C)n(-c3ccccc3)c2=O)c(C)o1	0.4	1	-6.7	0.1	-6.3	1.1	-1.0	-16.5	-16.0
COc1cc(-n2nnnc2SCC(=O)N2CCN(c3ccc(F)cc3)CC2)c(OC)cc1Cl	4.5	1.1	9.1	4.1	-1.4	1.1	-4.8	28.5	3.5
O=C(/C=C/c1ccc(Cl)cc1)Nc1ccc(N2CCCCC2)cc1	5.8	1	-0.1	-2.2	-4.4	nt	-3.0	7.8	1.1
COc1ccc(C2CC(c3ccccc3)=NN2c2ccc(/C=N/NC(=O)c3ccncc3)cc2)cc1 (stereo unspecified)	7.7	1	22.0	-1.9	-2.6	nt	8.5	-9.4	-0.8
O=C(c1ccccc1)c1ccc(OCCCN2CCCCC2)cc1	4.1	1.3	10.3	1.4	-8.2	1.2	-7.5	-10.5	3.2
CN1CCN(c2ccccc2NC(=O)c2ccc(OCc3ccccc3)cc2)CC1	4.8	1.6	8.4	-3.5	-0.1	1.1	-4.2	-8.0	9.5
Nc1cccc(S(=O)(=O)NC2=NCCC2)c1	5.0	1	-8.5	-4.5	-3.9	nt	-5.1	-1.7	3.8
COc1cc(NC(=O)Cc2ccccc2)cc(OC)c1	0.7	0.8	6.1	3.6	-6.8	1.1	-2.6	0.4	-5.2
CCOC(=O)C1CCCN(CCC(=O)Nc2c(C(=O)OC)[nH]c3cc(OC)ccc23)C1 (stereo unspecified)	-0.1	1.2	8.4	-0.3	-10.7	1.2	-6.2	-4.3	-1.6
